From PubChem
BioA inh: blocks M. tuberculosis BioA enzyme activity; purified M. tuberculosis BioA enzyme, plate reader; AID 602481; 360,000 tested, 0.096% active; inhibition, % at 9.99 µM; in the data active = inhibition above about 40%
* marks the source's active call; other numbers are inactive results.

SMILES	BioA inh
O=C(NCCc1ccccc1)[C@H]1[C@H](CO)[C@H]2Cn3c(ccc(-c4cccc(F)c4)c3=O)[C@@H]1N2	1.5
COc1ccccc1-c1cnc2c(c1)C(=O)N([C@H](C)CO)C[C@@H](C)[C@@H](CN(C)C(=O)c1ccccc1)O2	-2.5
CCNC(=O)C[C@H]1CC[C@H]2[C@@H](COC[C@@H](O)CN2C(=O)C2CCCC2)O1	0.9
C[C@H](CO)N1C[C@H](C)[C@H](CN(C)C(=O)NC2CCCCC2)Oc2ccc(NS(=O)(=O)c3cn(C)cn3)cc2C1=O	-1.0
COCC#Cc1ccc2c(c1)O[C@H](CN(C)CC1CCOCC1)[C@@H](C)CN([C@@H](C)CO)S2(=O)=O	0.4
C[C@@H]1CN([C@H](C)CO)C(=O)c2cc(C#CC(C)(C)O)cnc2O[C@@H]1CN(C)Cc1cncnc1	-2.3
O=C(Cc1ccncc1)N1CCCCN2[C@@H](CO)[C@@H](c3ccc(-c4ccncc4)cc3)[C@@H]2C1	1.8
Cc1ccc(S(=O)(=O)N(C)C[C@H]2OCCCC[C@@H](C)Oc3ccc(NC(=O)CCCN(C)C)cc3C(=O)N([C@@H](C)CO)C[C@@H]2C)cc1	-1.5
CCc1cnc(N2[C@H](C#N)[C@H](c3ccc(C4=CCCC4)cc3)[C@@H]2CO)s1	-1.7
CO[C@@H]1CN(C)C(=O)c2ccc(NC(=O)C3CC3)cc2OC[C@H](C)N(C(=O)Cc2ccccn2)C[C@@H]1C	1.9
C[C@@H]1CN([C@@H](C)CO)C(=O)c2cc(Br)cnc2O[C@H]1CN(C)C(=O)c1ccccc1	7.6
C[C@@H]1CCCCO[C@H](CN(C)S(=O)(=O)c2ccc(F)cc2)[C@H](C)CN([C@@H](C)CO)C(=O)c2cc(NC(=O)c3ccccc3)ccc2O1	-1.9
CCNC(=O)C[C@@H]1CC[C@H](NS(=O)(=O)c2ccc(C)cc2)[C@@H](CO)O1	1.6
N#Cc1cccc(-c2ccc3c(c2)[C@@H]2[C@@H](CCN2C(=O)CN2CCOCC2)[C@@H](CO)N3)c1	1.9
O=C(Nc1cccc(Cl)c1)N1C[C@H]2[C@@H](c3ccccc31)[C@@H](CO)N2C(=O)c1ccncc1	4.5
C[C@@H]1CCCCO[C@H](CN(C)S(=O)(=O)c2ccccc2)[C@H](C)CN([C@@H](C)CO)C(=O)c2cc(NC(=O)CCC(F)(F)F)ccc2O1	-1.7
COCC(=O)NC[C@H]1N[C@H](CO)[C@H]1c1ccc(-c2ccccc2F)cc1	-0.8
O=C(CN1CCOCC1)NCC[C@@H]1CC[C@@H](NC(=O)c2ccc3c(c2)OCO3)[C@H](CO)O1	-1.1
COc1ccc(C(=O)Nc2ccc3c(c2)OC[C@H](C)N(C(C)=O)C[C@H](C)[C@H](OC)CN(C)C3=O)cc1	4.2
O=C(C[C@H]1C=C[C@H](NC(=O)C2CC2)[C@@H](CO)O1)NC1CCC1	0.3
COCC(=O)N(C)C[C@H]1Oc2ncc(Br)cc2C(=O)N([C@H](C)CO)C[C@H]1C	-1.3
C[C@@H]1CCCCO[C@@H](CN(C)C(=O)Nc2ccc(C(F)(F)F)cc2)[C@@H](C)CN([C@H](C)CO)C(=O)c2cc(NC(=O)Nc3ccc(C(F)(F)F)cc3)ccc2O1	-3.7
C[C@H]1CN([C@@H](C)CO)C(=O)c2cc(-c3ccncc3)cnc2O[C@H]1CN(C)C(=O)NC1CCCC1	-2.3
Cc1noc(C)c1NC(=O)N1C[C@@H](O)COC[C@H]2O[C@H](CC(=O)NCC3CC3)CC[C@@H]21	-1.1
CCCNC(=O)N(C)C[C@H]1Oc2cc(C#Cc3ccccn3)ccc2S(=O)(=O)N([C@@H](C)CO)C[C@H]1C	-1.6

Next section, starting with the last two of the part before.
SMILES	BioA inh
Cc1noc(C)c1NC(=O)N1C[C@@H](O)COC[C@H]2O[C@H](CC(=O)NCC3CC3)CC[C@@H]21	-1.1
CCCNC(=O)N(C)C[C@H]1Oc2cc(C#Cc3ccccn3)ccc2S(=O)(=O)N([C@@H](C)CO)C[C@H]1C	-1.6
CC(C)CC#Cc1cnc2c(c1)C(=O)N([C@@H](C)CO)C[C@H](C)[C@H](CN(C)C(=O)c1cccnc1)O2	0.7
C/C=C/c1cnc2c(c1)C(=O)N([C@@H](C)CO)C[C@@H](C)[C@@H](CN(C)Cc1ccc3c(c1)OCO3)O2	-0.6
CCC(=O)N[C@H]1C=C[C@H](CC(=O)NCCN2CCCCC2)O[C@@H]1CO	0.7
COc1ccc(NC(=O)Nc2ccc3c(c2)[C@H]2C[C@@H](CC(=O)N4CCCCC4)O[C@H](CO)[C@H]2O3)cc1	-0.3
CC(C)CC#Cc1ccc2c(c1)O[C@@H](CN(C)Cc1ccc3c(c1)OCO3)[C@H](C)CN([C@H](C)CO)S2(=O)=O	4.4
CC(C)CC#Cc1cnc2c(c1)C(=O)N([C@H](C)CO)C[C@@H](C)[C@H](CN(C)CC1CCOCC1)O2	-3.0
C[C@@H]1CN([C@@H](C)CO)C(=O)c2cc(NS(=O)(=O)c3ccc(Cl)cc3)ccc2O[C@@H](C)CCCCO[C@H]1CN(C)C(=O)Nc1cccc2ccccc12	-1.7
C[C@H](CO)N1C[C@H](C)[C@@H](CN(C)C(=O)c2ccncc2)OCCCC[C@H](C)Oc2ccc(NC(=O)CCC(F)(F)F)cc2C1=O	-2.0
N#C[C@H]1[C@H](c2ccccc2)[C@@H](CO)N1S(=O)(=O)Cc1ccccc1	1.7
Cc1noc(C)c1NC(=O)N(C)C[C@H]1Oc2c(NC(=O)C3CC3)cccc2C(=O)N([C@H](C)CO)C[C@H]1C	-3.2
C[C@H](CO)N1C[C@H](C)[C@@H](CN(C)C(=O)NC2CCCC2)Oc2cc(/C=C/c3ccccc3)ccc2S1(=O)=O	-4.0
O=C(Nc1ccc(Cl)cc1)N[C@@H]1CC[C@H](CCn2cc(-c3ccccc3F)nn2)O[C@H]1CO	-1.4
COc1cccc(S(=O)(=O)Nc2ccc3c(c2)[C@@H]2C[C@@H](CC(=O)NCc4cccc(F)c4)O[C@@H](CO)[C@@H]2O3)c1	1.4
COc1ccc(S(=O)(=O)Nc2ccc3c(c2)C(=O)N([C@H](C)CO)C[C@H](C)[C@H](CN(C)Cc2ccc(C(=O)O)cc2)OCCCC[C@H](C)O3)cc1	0.4
Cc1noc(C)c1S(=O)(=O)N(C)C[C@@H]1OCc2ccccc2-c2c(n(C)c3ccccc23)C(=O)N([C@H](C)CO)C[C@H]1C	0.8
Cc1ccc(S(=O)(=O)Nc2ccc3c(c2)C(=O)N([C@H](C)CO)C[C@H](C)[C@H](CN(C)CC2CC2)OCCCC[C@H](C)O3)cc1	-0.9
COc1ccc(CN(C)C[C@@H]2Oc3c(NS(=O)(=O)c4ccc(OC)cc4)cccc3C(=O)N([C@@H](C)CO)C[C@H]2C)cc1	-0.8
COCC(=O)N(C)C[C@@H]1Oc2ncc(C#C[C@H](C)O)cc2C(=O)N([C@@H](C)CO)C[C@H]1C	0.4
C[C@H](CO)N1C[C@H](C)[C@@H](CN(C)Cc2ccncc2)OCCCC[C@H](C)Oc2ccc(NC(=O)Cc3ccccc3)cc2C1=O	0.6
CNC[C@@H]1OCCCC[C@@H](C)Oc2ccc(NC(=O)Nc3ccccc3)cc2C(=O)N([C@@H](C)CO)C[C@H]1C	-2.4
CO[C@H]1CN(C)C(=O)c2cc(NC(=O)Nc3ccccc3)ccc2OC[C@H](C)N(C(=O)CN(C)C)C[C@@H]1C	-1.0
C[C@H]1CN([C@@H](C)CO)C(=O)c2cc(C#CCc3ccccc3)cnc2O[C@H]1CN(C)Cc1ccccn1	-0.3
Cn1cnc(S(=O)(=O)N2CC[C@@H]3[C@H]2c2cc(C#Cc4ccccc4F)ccc2N[C@@H]3CO)c1	1.0
COC(=O)C[C@H]1CC[C@H]2[C@H](COc3ccc(NC(=O)Nc4ccccc4C)cc3C(=O)N2C)O1	-3.2
O=C(CCN1CCCCC1)N[C@H]1CC[C@@H](CCn2cc(-c3cccc(F)c3)nn2)O[C@@H]1CO	1.5

Ordered by SMILES length (smallest number first): some entries from above.
SMILES	BioA inh
O=C(Nc1ccc(Cl)cc1)N[C@@H]1CC[C@H](CCn2cc(-c3ccccc3F)nn2)O[C@H]1CO	-1.4
C[C@H]1CN([C@@H](C)CO)C(=O)c2cc(C#CCc3ccccc3)cnc2O[C@H]1CN(C)Cc1ccccn1	-0.3
C[C@H](CO)N1C[C@H](C)[C@@H](CN(C)C(=O)c2ccncc2)OCCCC[C@H](C)Oc2ccc(NC(=O)CCC(F)(F)F)cc2C1=O	-2.0

Further structures follow.
SMILES	BioA inh
C[C@@H]1CCCCO[C@H](CN(C)Cc2ccc(C(F)(F)F)cc2)[C@@H](C)CN([C@@H](C)CO)C(=O)c2cc(NS(=O)(=O)c3cccs3)ccc2O1	0.6
COc1ccc(NC(=O)N(C)C[C@H]2Oc3ccc(NS(=O)(=O)c4c(C)noc4C)cc3CC(=O)N([C@H](C)CO)C[C@H]2C)cc1	-7.9
COCC#Cc1cnc2c(c1)C(=O)N([C@@H](C)CO)C[C@@H](C)[C@H](CN(C)C(=O)Nc1cc(F)ccc1F)O2	4.5
CO[C@H]1CN(C)C(=O)c2cc(NS(=O)(=O)c3ccccc3C)ccc2OC[C@@H](C)N(C)C[C@H]1C	1.5
CNC(=O)C[C@H]1CC[C@@H]2[C@H](COC[C@H](O)CN2S(=O)(=O)c2ccc(Oc3ccccc3)cc2)O1	-1.0
C[C@@H]1CN([C@H](C)CO)C(=O)c2cccc(NC(=O)Nc3ccccc3)c2O[C@@H]1CN(C)S(C)(=O)=O	-3.0
CO[C@H]1CN(C)C(=O)c2ccc(NS(=O)(=O)c3cccc(C)c3)cc2OC[C@@H](C)NC[C@H]1C	-0.3
CCCNC(=O)Nc1ccc2c(c1)C(=O)N(C)C[C@@H](OC)[C@H](C)CN(C(=O)C1CCOCC1)[C@@H](C)CO2	3.5
CN1C(=O)c2cc(NC(=O)c3ccccc3)ccc2OC[C@@H]2O[C@H](CC(=O)NCC3CC3)CC[C@@H]21	-1.4
Cc1cccc(S(=O)(=O)N2CC[C@@H]3[C@@H](CO)N(C)c4ccc(-c5ccccc5F)cc4[C@@H]32)c1	2.1
C[C@H]1CCCCO[C@H](CN(C)C(=O)Nc2cccc3ccccc23)[C@@H](C)CN([C@@H](C)CO)C(=O)c2cc(NC(=O)Nc3ccccc3)ccc2O1	1.6
CCC(=O)Nc1ccc2c(c1)C(=O)N(C)[C@@H]1CC[C@@H](CC(=O)NCc3ccccc3)O[C@@H]1CO2	1.4
N#C[C@@H]1[C@@H](c2ccc(C#Cc3cccc(F)c3)cc2)[C@H](CO)N1C(=O)C1CC1	3.7
O=C([C@@H]1[C@@H](CO)[C@@H]2Cn3c(ccc(-c4ccccc4F)c3=O)[C@H]1N2C(=O)C1CCC1)N1CCCCC1	-2.0
OC[C@H]1[C@H](c2ccc(/C=C/c3ccccc3)cc2)[C@H]2CN(Cc3cccnc3)CCCCN21	-9.3
COc1ccc(S(=O)(=O)N(C)C[C@H]2Oc3c(NC(=O)c4cnccn4)cccc3C(=O)N([C@@H](C)CO)C[C@H]2C)cc1	-0.1
COc1cccc(S(=O)(=O)N2CC[C@@H]3[C@H]2c2cc(Br)ccc2N[C@@H]3CO)c1	2.2
C[C@H](CO)N1C[C@H](C)[C@@H](CN(C)C(=O)Nc2ccccc2)Oc2ncc(-c3ccccc3)cc2C1=O	0.5
C[C@@H]1CN([C@H](C)CO)C(=O)c2cc(NC(=O)C3CCCCC3)ccc2O[C@@H]1CN(C)Cc1ccc(C(=O)Nc2ccccc2N)cc1	-0.4
C[C@@H]1CCCCO[C@H](CN(C)S(=O)(=O)c2ccc(Cl)cc2)[C@@H](C)CN([C@@H](C)CO)C(=O)c2cc(NC(=O)c3ccccc3)ccc2O1	-0.6
O=C(C[C@H]1CC[C@H]2[C@@H](COC[C@@H](O)CN2C(=O)c2ccccc2F)O1)N1CCOCC1	-0.6
O=C(N[C@@H]1CC[C@H](CCNS(=O)(=O)c2ccc(F)cc2)O[C@H]1CO)C1CCC1	-0.1
C[C@H](CO)N1C[C@H](C)[C@H](CN(C)C)Oc2ccc(NC(=O)Cc3ccccc3)cc2CC1=O	1.5
CN(C)C(=O)C[C@@H]1C[C@H]2c3cc(NC(=O)NC4CCCCC4)ccc3O[C@H]2[C@@H](CO)O1	-2.3
C[C@@H]1CCCCO[C@H](CN(C)S(=O)(=O)c2cccs2)[C@H](C)CN([C@@H](C)CO)C(=O)c2cc(NS(=O)(=O)c3ccc(Cl)cc3)ccc2O1	-0.8

Next records:
SMILES	BioA inh
CCCNC(=O)[C@@H]1[C@@H](CO)[C@@H]2Cn3c(ccc(-c4ccccc4OC)c3=O)[C@H]1N2C(=O)NCCC	0.4
O=C(C[C@H]1C[C@@H]2c3cc(NC(=O)CC4CC4)ccc3O[C@@H]2[C@H](CO)O1)NCc1cccnc1	-0.5
CCCNC(=O)N[C@H]1CC[C@@H](CC(=O)NC2CCCCC2)O[C@@H]1CO	-1.0
COCC(=O)N1[C@H](C#N)[C@H](c2ccc(C#CCC3CCCC3)cc2)[C@@H]1CO	2.4
C[C@@H]1CN([C@@H](C)CO)C(=O)c2cccc(NC(=O)Nc3ccc4c(c3)OCO4)c2O[C@@H]1CN(C)C(=O)Nc1cccc2ccccc12	0.6
C[C@H]1CCCCO[C@H](CN(C)C(=O)c2ccccc2)[C@@H](C)CN([C@@H](C)CO)C(=O)c2cc(NS(=O)(=O)c3ccc(F)cc3)ccc2O1	-1.0
C[C@@H]1CN([C@@H](C)CO)C(=O)c2cc(NC(=O)Cc3ccccc3)ccc2O[C@H]1CN(C)C(=O)NC1CCCCC1	-1.0

In the list so far, these contain a CF3 group:
SMILES	BioA inh
C[C@@H]1CCCCO[C@H](CN(C)S(=O)(=O)c2ccccc2)[C@H](C)CN([C@@H](C)CO)C(=O)c2cc(NC(=O)CCC(F)(F)F)ccc2O1	-1.7
C[C@@H]1CCCCO[C@@H](CN(C)C(=O)Nc2ccc(C(F)(F)F)cc2)[C@@H](C)CN([C@H](C)CO)C(=O)c2cc(NC(=O)Nc3ccc(C(F)(F)F)cc3)ccc2O1	-3.7
C[C@H](CO)N1C[C@H](C)[C@@H](CN(C)C(=O)c2ccncc2)OCCCC[C@H](C)Oc2ccc(NC(=O)CCC(F)(F)F)cc2C1=O	-2.0
C[C@@H]1CCCCO[C@H](CN(C)Cc2ccc(C(F)(F)F)cc2)[C@@H](C)CN([C@@H](C)CO)C(=O)c2cc(NS(=O)(=O)c3cccs3)ccc2O1	0.6

An excerpt (hit frequency here may not be typical).
